Wnt bcat act = Wnt/beta-catenin pathway activators, primary screen, cell-based, plate reader, single point; Wnt/beta-catenin reporter cell assay, activator; activation, % at 9.35 µM; 300,000 tested, 1.2% active; AID 743398, 2014; in the data active means activation above about 30%, passing the limit was not always enough; inconclusive means no clear call, values can overlap the other calls;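 further: 0% = neutral control wells and 100% = positive control wells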
cardiac RTF act = cardiac RTF calcium sensitivity activators, primary screen, biochemical, IANBD-TnC fluorescence, EC20 calcium; Troponin I, cardiac muscle (Homo sapiens) + Troponin T, cardiac muscle (Homo sapiens) + …; IANBD-labeled TnC RTF fluorescence at EC20 calcium; 0% EC20 calcium, 100% full calcium; activation, % at 7.2 µM; 340,000 tested, 0.24% active;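 active means activation above the mean over all tested compounds plus 3 SD, cut at about 30% in these data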;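 further: rise in fluorescence read as greater calcium sensitivity of cardiac thin filaments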
HTR5A ag ctr = HTR5A agonists in luminescence cell assay, primary screen, counter-screen for OPRM1-OPRD1 heterodimer agonist project, full-deck HTS | 5-hydroxytryptamine receptor 5A (Homo sapiens), P47898 | cell-based | activation, % at 9.3 µM | 340,000 tested, 0.61% active; in the data active means activation mostly above about 9.5%, no sharp cut-off; inactive means mostly below about 7.6%;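 further: 0% = cells with vehicle only and 100% = reference agonist; strong numbers were not always called active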
Target sequence (P47898 whole entry, looked up): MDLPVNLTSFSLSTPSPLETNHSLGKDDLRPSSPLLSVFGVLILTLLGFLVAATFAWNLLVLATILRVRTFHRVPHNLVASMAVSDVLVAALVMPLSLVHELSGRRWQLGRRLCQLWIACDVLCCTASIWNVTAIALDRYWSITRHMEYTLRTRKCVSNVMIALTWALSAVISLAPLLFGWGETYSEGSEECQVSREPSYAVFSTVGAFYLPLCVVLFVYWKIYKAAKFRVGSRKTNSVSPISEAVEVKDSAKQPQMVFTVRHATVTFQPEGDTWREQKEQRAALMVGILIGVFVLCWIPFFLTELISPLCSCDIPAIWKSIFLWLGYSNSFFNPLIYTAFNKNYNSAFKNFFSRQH
Rtt109 Vps75 = inhibitors of C. albicans Rtt109/Vps75 HAT, primary screen, biochemical, ThioGlo CoA-SH fluorescence, plate reader. Histone acetyltransferase RTT109 (Candida albicans (strain SC5314 / ATCC MYA-2876)), …. purified Rtt109/Vps75, 4 h. inhibition, % at 34.9 µM. 330,000 tested, 0.16% active;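 active means inhibition of at least 50% in every replicate; inconclusive means best replicate reaches 50% inhibition but some replicates fall short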
Target sequence (Q5AAJ8 whole entry, looked up): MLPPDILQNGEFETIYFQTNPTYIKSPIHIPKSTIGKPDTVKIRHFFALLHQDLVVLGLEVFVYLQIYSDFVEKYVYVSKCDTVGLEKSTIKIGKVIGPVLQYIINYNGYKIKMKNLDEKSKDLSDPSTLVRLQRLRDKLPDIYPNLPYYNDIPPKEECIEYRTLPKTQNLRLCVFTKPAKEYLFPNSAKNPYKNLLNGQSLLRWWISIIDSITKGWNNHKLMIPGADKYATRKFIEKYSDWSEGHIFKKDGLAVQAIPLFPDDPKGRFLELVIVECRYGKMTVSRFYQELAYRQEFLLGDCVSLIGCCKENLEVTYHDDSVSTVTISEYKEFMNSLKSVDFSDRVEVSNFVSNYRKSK
CDK5 inh = inhibitors of human CDK5/p35 kinase, primary screen, biochemical, single concentration. inhibition, % at 10 µM. AID 488839, 2010. 330,000 tested, 0.01% active. Recombinant CDK5/p35, ADP-Glo luminescence, 60 min. Cyclin-dependent kinase 5 (Homo sapiens) + Cyclin-dependent kinase 5 activator 1 (Homo …;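 active means highest replicate inhibition of at least 50% and at least 75% of replicates reaching 50%; inconclusive means only one of the two criteria met; inactive means both criteria failed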;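 further: plate controls were DMSO neutral control for no effect and GW8510 at 10 µM for full effect; many of its hits are not listed in these tables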
SR-BI HDL uptake = inhibitors of SR-BI mediated HDL lipid uptake, primary screen, ldlA[mSR-BI] cells, fluorescence, single point | Scavenger receptor class B member 1 (Mus musculus), Q61009 | ldlA[mSR-BI] CHO cells, DiI-HDL uptake fluorescence, 3 h | inhibition, % at 12.5 µM | 320,000 tested, 0.96% active | AID 488896, 2010;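 active means mean replicate inhibition of at least 70% and a set share of replicates each scoring 70 or more; inconclusive means meets just one of the two criteria; inactive means fails both criteria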;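 further: 0% = median of neutral control wells and 100% = median of positive control wells; values of inactives mirror those of a sister screen read the other way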
MITF TRPM1 HTS = activators of MITF-driven TRPM1 promoter reporter, primary screen, cell-based, SK-MEL-5, luciferase, single point; SK-MEL-5 TRPM1-promoter luciferase, 24 h; % of positive control, neutral wells = 0; activation, % at 12.5 µM; 300,000 tested, 0.75% active;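 active means mean activation of at least 80% with every replicate also reaching 80%; inconclusive means mean reaches 80% but some replicate falls short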;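 further: 0% = neutral control wells and 100% = parthenolide positive control wells; values of inactives mirror those of a sister screen read the other way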
dFosB act = activators of delta FosB homodimer, primary screen, biochemical, fluorescence polarization, TAMRA-CDK5 oligo, single point. purified delta FosB; percent of positive-control signal above neutral wells. Protein FosB (Mus musculus), P13346. activation, % at 25 µM. 340,000 tested, 0.99% active;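 active means mean activation above about 17%, with every replicate also reaching it, limit read from the data, passing the limit was not always enough; inconclusive means only one of the two conditions met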;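 further: fluorescence polarization rise as delta FosB binds a TAMRA Cdk5 AP-1 oligo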
Target sequence (P13346 whole entry, looked up): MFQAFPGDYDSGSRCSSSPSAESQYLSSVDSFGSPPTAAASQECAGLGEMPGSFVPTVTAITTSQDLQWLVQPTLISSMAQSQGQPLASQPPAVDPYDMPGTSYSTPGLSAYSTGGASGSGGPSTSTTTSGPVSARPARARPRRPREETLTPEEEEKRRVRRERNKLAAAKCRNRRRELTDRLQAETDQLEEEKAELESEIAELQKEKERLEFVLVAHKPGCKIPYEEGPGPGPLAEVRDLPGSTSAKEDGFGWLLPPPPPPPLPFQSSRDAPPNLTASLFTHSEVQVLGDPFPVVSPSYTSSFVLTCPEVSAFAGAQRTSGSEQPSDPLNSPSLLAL
SR-BI DiI-HDL act = activators of SR-BI mediated DiI-HDL uptake, primary screen, ldlA[mSR-BI] CHO cells, DiI fluorescence | 3 h; 100 = double the neutral-control signal | activation, % at 12.5 µM | 320,000 tested, 0.096% active | AID 504775, 2011;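 active means mean replicate activation of at least 60% and every replicate at or above 60%; inconclusive means mean or all-replicate condition met, but not both; inactive means mean below 60% and not all replicates reaching 60%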;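 further: 0% = median plate neutral-control signal and 100% = twice that signal; values of inactives mirror those of a sister screen read the other way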
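Assay system: CHO ldlA[mSR-BI] cells, LDL receptor-null, SR-BI overexpressing; medium: Ham's F12 with 0.5% BSA, HEPES 25 mM, pH 7.4; also added: DiI-HDL 10 µg/mL; timing: 3 h uptake period with compound, 37 °C; signal: DiI fluorescence, bottom read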
PvdQ inh = P. aeruginosa PvdQ acylase inhibitors, primary screen, biochemical, fluorescence, plate reader and imaging, single point. PvdQ acylase [Pseudomonas aeruginosa LESB58]. purified PvdQ acylase. AID 488965, 2010. inhibition, % at 10 µM. 340,000 tested, 0.063% active; in the data active means inhibition above about 30%, passing the limit was not always enough; inconclusive means no clear call, values can overlap the other calls;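 further: 0% = vehicle neutral wells and 100% = reference inhibitor wells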
The depositor's hits bear a star; ? = inconclusive; · = not tested or not shown.

SMILES | Wnt bcat act | cardiac RTF act | HTR5A ag ctr | Rtt109 Vps75 | CDK5 inh | SR-BI HDL uptake | MITF TRPM1 HTS | dFosB act | SR-BI DiI-HDL act | PvdQ inh
COc1cc2c(cc1NC(=O)Cc1ccc(C)cc1)oc1ccccc12 | 7 | -1 | 1 | -10 | -0.1 | 72* | 50 | -2 | -72 | -6
COC(=O)CN(C#N)c1nc(N(C)C)nc(N(C)C)n1 | -2 | 1 | 0 | -2 | -1.1 | -11 | -6 | -13 | 11 | -5
O=C(O)c1cc2c(o1)CCC/C2=N\O | -2 | 2 | 0 | 7 | 1.1 | -40 | 10 | 4 | 40 | -21
Cn1cccc1C(=O)OCC(=O)Nc1ccc2c(c1)CCC2 | 25 | 1 | 1 | 0 | 0.0 | 0 | 78 | -5 | 0 | -8
COCCCNC(=O)CN1C(=O)COc2ccc(S(=O)(=O)N3CCOCC3)cc21 | -1 | 0 | 1 | 0 | -0.3 | -12 | -3 | -6 | 12 | -6
O=C(O)C1CCCCC1C(=O)Nc1cccc(Cl)c1Cl (stereo not drawn) | 1 | 0 | 0 | -1 | -6.9 | -18 | 14 | 0 | 18 | -24
CCOc1ccc(NC(=O)C(C)SC(N)=O)cc1 (stereo not drawn) | 2 | 0 | 3 | -4 | 0.5 | -12 | -10 | -12 | 12 | -27
O=C(N/C(=C/c1ccccc1F)C(=O)N1CCCCC1)c1ccccc1 | 11 | -3 | -5 | 4 | -1.4 | · | · | 1 | · | 2
CC1Cc2ccccc2N1C(=O)c1ccc2c(c1)nnn2C (stereo not drawn) | · | 4 | 1 | 1 | -1.0 | 10 | · | 4 | -10 | -3
Cc1ccc(/C=[N+](/C)[O-])cc1 | -2 | -4 | 4 | 13 | -0.6 | 1 | -4 | -1 | -1 | 3
COc1ccc(/C(O)=C2/C(=O)C(=O)N(CCCN3CCOCC3)C2c2ccc(OC)cc2)cc1 (stereo not drawn) | -2 | -1 | -1 | 7 | -1.4 | -3 | 2 | -2 | 3 | -1
Cc1ccc(S(=O)(=O)NC(Cc2ccccc2)C(=O)O)cc1C (stereo not drawn) | 3 | 0 | 4 | -2 | 1.5 | -8 | -13 | -15 | 8 | -14
CCOC(=O)Nc1oc2ccccc2c(=O)c1C | 1 | 11 | 4 | 1 | 0.1 | -5 | · | -6 | 5 | -7
O=C(Nc1ccncc1)c1cccc2ccccc12 | 5 | -4 | 2 | 1 | 0.5 | -3 | 4 | -3 | 3 | -7
COc1cc(/C=C/C(=O)Nc2nc3ccc(S(=O)(=O)N(C)C)cc3s2)cc(OC)c1OC | 0 | -9 | 1 | 2 | -1.1 | 18 | -8 | 0 | -18 | 4
Cn1c(N)c(C(=O)CSc2nc(N)cc(N)n2)c(=O)n(C)c1=O | -2 | 0 | -3 | -3 | 0.8 | -5 | 12 | 8 | 5 | -9
CC(=O)OCC(=O)[C@@]1(O)CC[C@H]2[C@@H]3CCC4=CC(=O)C=C[C@]4(C)[C@H]3C(=O)C[C@@]21C | -2 | 3 | 2 | -2 | 1.4 | · | · | -5 | · | -18
O=c1oc2cc(Oc3ccc(C(F)(F)F)cc3[N+](=O)[O-])ccc2c2c1CCC2 | 2 | -5 | -2 | 50 | 1.6 | 9 | -23 | -2 | -9 | 10
COc1cc(NC(=S)N2CCCC(C)C2)cc(OC)c1OC (stereo not drawn) | 0 | 0 | -1 | · | -1.9 | -5 | 0 | 1 | 5 | -5
Cc1ccccc1OCc1nc(C#N)c(N2CCCC2)o1 | -1 | 2 | 3 | -8 | -1.8 | -18 | 2 | 0 | 18 | -13
CCOC(=O)C1CCN(C(=O)CNC(=O)c2nn(-c3ccc(OC)cc3OC)c(=O)c3ccccc23)CC1 | 3 | -7 | -7 | 8 | 12 | 11 | 6 | -11 | -11 | 13
Cc1occc(=O)c1O | -2 | 4 | -1 | 1 | 1.2 | -7 | 4 | -2 | 10 | -9
COC(=O)Cn1c(=NC(=O)c2ccc(Cl)s2)sc2cc(C)ccc21 | · | -1 | 0 | 0 | 0.0 | 54 | 85* | -1 | -54 | -4
CC1(C)CC(=O)C2=C(C1)N(Cc1ccco1)C(=O)C2(NC(=O)c1cccnc1)C(F)(F)F (stereo not drawn) | · | 0 | -4 | -17 | -0.6 | -28 | -1 | 2 | 28 | 1
CCC(C)[C@H](NS(=O)(=O)c1ccc(F)cc1Br)C(=O)OC (stereo partly drawn) | -1 | 4 | 1 | -3 | 0.5 | -12 | 9 | -7 | 12 | -15
SMILES | Wnt bcat act | cardiac RTF act | HTR5A ag ctr | Rtt109 Vps75 | CDK5 inh | SR-BI HDL uptake | MITF TRPM1 HTS | dFosB act | SR-BI DiI-HDL act | PvdQ inh
Oc1ccc(/C=N/N(Cc2ccccc2)c2ccccc2)cc1 | 0 | -2 | 2 | -1 | 0.0 | 35 | 10 | 1 | -35 | 24
COc1c[nH]n(C2CCCCC2)c(=O)c1=O | -1 | 8 | 6 | 5 | -3.3 | 0 | 1 | 0 | 0 | -6
COc1ccc(C(=O)ON=C2c3ccccc3-c3ccccc32)cc1OC | 0 | 0 | 1 | 0 | -0.2 | 32 | -17 | 15 | -32 | 1
Cc1ccc(NC(=O)CN(C)C(=O)c2ccc(NC(=O)CC3SC(N4CCCC4)=NC3=O)cc2)cc1 (stereo not drawn) | 1 | 2 | 4 | 4 | 0.6 | 23 | -1 | -17 | -23 | -11
Cc1ccn(C(=O)c2ccc(NC(=O)C3CC3)cc2)n1 | -1 | 4 | 6 | 0 | 1.6 | 4 | -6 | -4 | -4 | 3
COc1ccc(CC(=O)NC(CC(=O)O)c2cccc([N+](=O)[O-])c2)cc1 (stereo not drawn) | -1 | -2 | -1 | 2 | 1.0 | 4 | -1 | 6 | -4 | -14
COc1cc(/C=C2\SC(=S)N(NS(=O)(=O)c3ccc(C)cc3)C2=O)cc(OC)c1OC | 1 | -2 | -2 | 0 | 2.0 | -20 | -6 | -15 | 20 | -8
COCCn1c(-c2ccc(OC)cc2)nc2oc3cc(OC)ccc3c(=O)c2c1=O | -3 | 7 | 5 | 3 | -1.2 | ? | 8 | -23 | -73 | -7
O=C(N/C(=C\c1ccco1)C(=O)N1CCCC1)c1ccccc1 | 0 | -4 | 3 | 0 | 0.2 | 4 | -2 | -7 | -4 | 2
CCOc1ccc2oc(C(=O)N3CCN(Cc4ccccc4)CC3)c(C)c2c1 | -2 | -5 | -2 | 8 | 0.5 | -7 | 0 | -4 | 7 | 0
CCc1noc(C)c1C(=O)Nc1nc(-c2ccc(Cl)cc2Cl)cs1 | 0 | 1 | 11 | -3 | 1.0 | 35 | -11 | -5 | -35 | -15
Cc1ccc(OCC(=O)N/N=C\c2ccco2)c(C)c1 | 6 | 0 | -2 | 1 | 0.1 | -7 | 8 | -6 | 7 | -10
O=C(Cc1cccs1)N(Cc1cccs1)C1(C(=O)NC2CCCC2)CCCCC1 | -1 | -4 | 8 | 1 | -1.5 | -52 | -11 | 3 | 52 | -10
CCOC(=O)NC(=O)CSc1nnc(C2CC2)n1Cc1ccco1 | 2 | 5 | 5 | -27 | -0.3 | -11 | -2 | 1 | 11 | 3
c1ccc(CNc2c(-c3cccc(SC4CCCCC4)c3)nc3ccccn23)cc1 | 1 | 1 | -1 | 3 | -0.6 | 18 | -1 | -1 | -18 | -6
CSc1nc2ccc(NC(=O)c3ccccn3)cc2s1 | -3 | 3 | 5 | 6 | 1.2 | 8 | 0 | -8 | -8 | -3
Cc1n[nH]c(C)c1Sc1ccccc1N=Cc1cc(Cl)cc([N+](=O)[O-])c1O | · | 2 | -2 | -2 | 1.5 | 4 | 0 | 51* | -4 | -15
CCCN(C(=O)c1ccc([N+](=O)[O-])c(C)c1)c1c(N)n(Cc2ccccc2)c(=O)[nH]c1=O | 10 | 0 | 10 | -14 | -0.1 | -5 | 20 | 5 | 5 | -11
COc1ccc(N2CCN(c3ncnc4c3[nH]c3ccccc34)CC2)cc1 | · | 0 | 6 | 18 | 0.1 | 38 | -28 | 5 | -38 | -8
CCN(C1CCCCC1)S(=O)(=O)c1ccc(S(=O)(=O)NCc2ccncc2)cc1 | · | 4 | 1 | -3 | -2.4 | -8 | -7 | -20 | 8 | -8
COC(OC)c1ccc(C#N)c(=O)[nH]1 | 0 | -1 | 1 | · | -1.9 | -20 | -1 | -11 | 20 | -8
CC(Sc1nnc(-c2cccnc2)n1N)C(=O)N1CCOCC1 (stereo not drawn) | -3 | -7 | 1 | -5 | 0.2 | -28 | 3 | 2 | 28 | -21
Cc1ccnc(SCC(=O)Nc2c(C)n(C)n(-c3ccccc3)c2=O)n1 | · | 0 | 4 | 1 | -2.7 | -13 | · | -6 | 13 | -1
O=C(CCC1N=C2c3ccccc3N=C(SCC(=O)NCc3ccco3)N2C1=O)NCc1ccco1 (stereo not drawn) | -1 | 8 | 0 | 4 | -7.4 | 19 | 1 | -5 | -19 | 1
O=C(N/N=C/c1ccc(-c2ccc(Br)cc2)o1)c1ccc2c(c1)OCO2 | -2 | 4 | 6 | -4 | -0.5 | 27 | 4 | 11 | -27 | -1
Cc1oc2c(C)c3oc(=O)c(CC(=O)N[C@@H](CCCNC(N)=O)C(=O)O)c(C)c3cc2c1C | 2 | -4 | -6 | -2 | -0.9 | -13 | 1 | -7 | 13 | -7
CC1CC(C)CN(CCCNC(=O)c2ccc3c(c2)N(Cc2ccccc2)C(=O)c2ccccc2S3=O)C1 (stereo not drawn) | -2 | -3 | -6 | 10 | -3.2 | -1 | -11 | 9 | 1 | -1
C=CCc1cccc(CNc2c(C)cc(C)cc2C)c1O | -1 | 5 | 2 | -34 | -0.6 | -22 | -18 | -4 | 22 | -14
Cc1ccc(NC(=O)CN2CCc3ccccc3C2)cc1F | 13 | -1 | 9 | -8 | -0.4 | -19 | 5 | 2 | 19 | 14
